RGS4 inhibitor – Inhibitors of Regulator of G Protein Signaling (RGS) 4: qHTS; 0.039% of 390,000 active; Potency, µM (highest dose often 114 µM), without a hit: top-dose activity change, negative = inhibition, usual class: inhibitors; Regulator of G-protein signaling 4 (Homo sapiens), P49798; Transcreener GDP fluorescence polarization, RGS4-accelerated GTP hydrolysis; AID 504845, 2011; further: on the % scale 0 is the no-effect control and ±100 the full control effect; nearly all actives have a fitted effect of over 75% in size; some results filed as inactive show a strong effect at the top dose
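MLSMR compounds (23 nl, pin-transferred) preincubated 10 min at room temperature with a 500nM (2x) first reagent, then RGS4 at 900nM (2x) plus Transcreener GDP mix added; fluorescence polarization (620/688 nm) read before and after 90 min at 30 °C.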
TrxR1 substrate – qHTS Assay for Substrates of Mammalian Selenoprotein Thioredoxin Reductase 1 (TrxR1): qHTS | purified TrxR1 substrate turnover, NADPH consumption readout | Potency, µM (titrated, usually from 114 µM), for the others: at the highest dose activity change, negative = substrate turnover | 0.01% of 390,000 active; further: on the % scale 0 is the no-effect control and ±100 the full control effect; nearly all actives have a fitted effect of over 50% in size
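Rat TrxR1, dispensed at 90 nM, was prereduced with 400 uM NADPH (final) for 5 min at ~22 deg C, then incubated with compound 15 min before 400 uM selenite. A first-read NADPH fluorescence drop versus no-compound background flagged substrates.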
mIDH1 inhibitor – qHTS for Inhibitors of mutant isocitrate dehydrogenase 1 (IDH1): qHTS. Isocitrate dehydrogenase [NADP] cytoplasmic (Homo sapiens), O75874. IDH1-R132H enzyme, NADPH consumption, diaphorase/resazurin fluorescence. Potency, µM (titrated, usually from 76.6 µM), for the others: at the top dose activity change, negative = inhibition, actives largely listed as inhibitors. 0.093% of 390,000 active. AID 602179, 2012; further: on the % scale 0 is the no-effect control and ±100 the full control effect; nearly all actives have a fitted effect of over 65% in size
Target sequence (O75874 whole entry R132H, stated change not applied): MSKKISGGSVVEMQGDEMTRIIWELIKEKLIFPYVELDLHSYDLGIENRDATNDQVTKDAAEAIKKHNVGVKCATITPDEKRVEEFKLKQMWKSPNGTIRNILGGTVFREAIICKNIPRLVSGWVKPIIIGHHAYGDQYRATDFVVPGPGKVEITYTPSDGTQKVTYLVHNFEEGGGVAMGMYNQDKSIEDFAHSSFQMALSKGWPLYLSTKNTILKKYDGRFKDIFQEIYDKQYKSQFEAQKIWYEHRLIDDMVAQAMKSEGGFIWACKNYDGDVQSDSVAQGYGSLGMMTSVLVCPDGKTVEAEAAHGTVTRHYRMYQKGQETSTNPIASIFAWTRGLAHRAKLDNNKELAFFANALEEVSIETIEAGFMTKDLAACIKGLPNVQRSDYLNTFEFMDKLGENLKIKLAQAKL
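IDH1-R132H (0.5 ug/mL) preincubated 30 min with compound, then NADPH (0.016 mM) and alpha-KG (2 mM) added; 80 min at RT, pH 7.5. Remaining NADPH coupled via diaphorase/resazurin to fluorescence (540/590 nm); concentration-response curves normalized to no-enzyme control.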
TrxR1 inh – qHTS Assay for Inhibitors of Mammalian Selenoprotein Thioredoxin Reductase 1 (TrxR1): qHTS; 1% of 390,000 active; Potency, µM (titrated, usually from 114 µM), for inactives: at the top dose activity change, negative = inhibition, actives largely listed as inhibitors; recombinant rTrxR1, NADPH fluorescence consumption, selenite substrate; further: on the % scale 0 is the no-effect control and ±100 the full control effect; nearly all actives have a fitted effect of over 65% in size
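Rat TrxR1 (90 nM in the dispensed reagent) was pre-reduced with 400 uM NADPH for 5 min at room temperature, then incubated with compound for 15 min. After 400 uM selenite was added, NADPH fluorescence (Ex 340/Em 450 nm) was followed for 8 min.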
Vif-A3G inh – qHTS for Inhibitors of Vif-A3G Interactions: qHTS; DNA dC->dU-editing enzyme APOBEC-3G (Homo sapiens), Q9HC16; AID 602310, 2012; HeLa A3G-eYFP + Vif (tagged APOBEC3G with the HIV-1 protein that degrades it), YFP fluorescence, overnight; Potency, µM (top dose mostly 46.1 µM), without a hit: top-dose activity, negative = active, usual class: inhibitors; 0.076% of 410,000 active;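 further: on the % scale 0 is the no-effect control and ±100 the full control effect; nearly all actives have a fitted effect of over 60% in size; hits raise eYFP signal because A3G escapes Vif-driven loss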
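Read-out is eYFP fluorescence (Ex 488/Em 500-530) from Vif-expressing HeLa A3G-eYFP cells; more signal means A3G escaped Vif-mediated degradation. Cells plated overnight, compound pinned in, incubated overnight at 37 deg C.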
USP1-UAF1 inh – Inhibitors of USP1/UAF1: Primary Screen. Ubiquitin carboxyl-terminal hydrolase 1 (Homo sapiens), O94782. recombinant USP1/UAF1, Ub-Rhodamine cleavage fluorescence. Potency, µM (series often up to 57.1 µM), for the others: top-dose activity change, negative = inhibition, usual class: inhibitors. 0.23% of 390,000 active; further: on the % scale 0 is the no-effect control and ±100 the full control effect; nearly all actives have a fitted effect of over 60% in size; inactives centre near -12
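1 nM enzyme complex + cpd, 15 min RT; start with Ub-Rho 150nM final; kinetic fluorescence ex 480/em 540, 6 reads q60 s. Buffer 50mM HEPES pH 7.8, 0.5mM EDTA, 0.1 mg/ml BSA, 1mM TCEP, 0.01% Tween-20.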
ALOX12 inh – Primary qHTS assay for inhibitors of human arachidonate 12S-lipoxygenase (ALOX12): Round 2; purified 12hLO, xylenol orange hydroperoxide absorbance; 1.1% of 580,000 active; Potency, µM (series often up to 108 µM), for the others: at the highest dose activity change, negative = inhibition, usual class: inhibitors; further: on the % scale 0 is the no-effect control and ±100 the full control effect
Target sequence (P18054 whole entry, looked up): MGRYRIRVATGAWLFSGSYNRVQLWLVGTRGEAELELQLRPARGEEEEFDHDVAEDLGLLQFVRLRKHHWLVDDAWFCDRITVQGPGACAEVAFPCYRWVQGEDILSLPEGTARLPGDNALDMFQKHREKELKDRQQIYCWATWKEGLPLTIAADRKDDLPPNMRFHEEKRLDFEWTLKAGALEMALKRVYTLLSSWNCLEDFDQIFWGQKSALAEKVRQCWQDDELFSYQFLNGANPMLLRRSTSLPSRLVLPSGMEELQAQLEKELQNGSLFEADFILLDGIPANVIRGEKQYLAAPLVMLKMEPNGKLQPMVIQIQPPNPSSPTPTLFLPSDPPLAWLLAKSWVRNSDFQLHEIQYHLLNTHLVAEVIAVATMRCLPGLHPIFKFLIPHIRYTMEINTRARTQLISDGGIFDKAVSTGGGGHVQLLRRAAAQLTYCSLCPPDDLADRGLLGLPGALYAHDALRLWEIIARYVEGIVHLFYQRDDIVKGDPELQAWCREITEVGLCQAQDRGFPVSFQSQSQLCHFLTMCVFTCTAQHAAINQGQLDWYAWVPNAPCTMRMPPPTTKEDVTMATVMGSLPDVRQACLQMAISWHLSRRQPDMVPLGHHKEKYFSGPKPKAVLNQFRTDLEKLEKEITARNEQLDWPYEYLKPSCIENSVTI
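Purified human 12hLO at 150 nM in 25 mM Hepes, 0.01% Triton X-100, pH 7.0, preincubated 15 min at room temperature with compound. Reaction started with 40 uM arachidonic acid, 30 min at room temperature. Hydroperoxide measured by Fe-xylenol orange, 573/405 nm absorbance ratio.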
Vif-APOBEC3F blk – qHTS for Inhibitors of Vif-A3F Interactions: qHTS. 0.2% of 390,000 active. HeLa A3F-eYFP + Vif (tagged APOBEC3F with the HIV-1 protein that degrades it), YFP fluorescence increase. Potency, µM (series often up to 46.1 µM), without a hit: top-dose activity, negative = active. AID 602313, 2012; further: % of control where 0% means no effect; nearly all actives have a fitted effect of over 65% in size
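HeLa cells stably expressing Vif plus C-terminally eYFP-tagged A3F were seeded, incubated overnight at 37 deg C, dosed with compound, incubated overnight again at 37 deg C. Yellow fluorescence (Ex 488/Em 500-530) reported blocked Vif-mediated A3F-eYFP degradation.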
RXFP1 ag – qHTS Assay for Agonists of the Relaxin Receptor RXFP1; Relaxin receptor 1 (Homo sapiens), Q9HBX9; HEK293T-RXFP1 cAMP TR-FRET, 30 min; response scale: percent of porcine relaxin response, buffer zero; Potency, µM (doses to about 57.5 µM), inactives show top-dose activation, hits mostly activators; 0.3% of 370,000 active; AID 2676, 2010; further: on the % scale 0 is the no-effect control and ±100 the full control effect; nearly all actives have a fitted effect of over 60% in size; many of its hits are not listed in these tables
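cAMP rise read by TR-FRET after 30 min, 37C compound exposure (up to 58 uM) in RXFP1-transfected HEK293 cells with Ro 20174 present. EC50 from Hill-equation fits, with 29 nM porcine relaxin as 100% and buffer as basal.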
* marks the source's active call; other numbers are inactive results; ? = inconclusive; nt = no result given; [ ] = dose if it differs, or a comment. The call rests on the fitted dose curve; in most records, active means well fitted curve in the direction sought with a large enough effect; inconclusive means small, poorly fitted or top-dose-only effect, or another doubt; inactive means no such curve, though single readings can be large; an effect the other way counts as inactive or inconclusive. Potency means the concentration at half of the fitted maximal effect. The list is partial, so the mix of outcomes need not match the whole.

The first four compounds, ahead of the listing:
(1) CCSc1ccccc1C(=O)Nc1nncs1
(2) COc1ccc(NC(=O)C(=O)NCCc2csc(-c3ccc(Cl)cc3)n2)cc1
(3) Cc1noc(C)c1C(=O)OCC(=O)NC1CC1
(4) Cc1cc(NC(=O)CSc2nnc(-c3ccc(Cl)s3)o2)no1
Compound	1	2	3	4
RGS4 inhibitor	-2%	12%	44%	-27%
TrxR1 substrate	5%	-4%[57.1 µM]	6%	-2%[57.1 µM]
mIDH1 inhibitor	0%	-2%	-1%	3%
TrxR1 inh	7%	11%[57.1 µM]	15%	9%
Vif-A3G inh	-1%	3%	-4%	-20%
USP1-UAF1 inh	-8%	-14%	-4%	-16%
ALOX12 inh	-27%	0%	?	-7%
Vif-APOBEC3F blk	0%	-7%	-5%	-9%
RXFP1 ag	7.6%	0.6%	2.1%	0.0%

This part in full, from the start:
(1) CCSc1ccccc1C(=O)Nc1nncs1
(2) COc1ccc(NC(=O)C(=O)NCCc2csc(-c3ccc(Cl)cc3)n2)cc1
(3) Cc1noc(C)c1C(=O)OCC(=O)NC1CC1
(4) Cc1cc(NC(=O)CSc2nnc(-c3ccc(Cl)s3)o2)no1
(5) CC(=O)c1cccc(Nc2ccc(-c3ccccc3F)nn2)c1
(6) Cc1ccccc1C(=O)Oc1ccc(Cl)cc1C(=S)N1CCOCC1
(7) COc1ccc2[nH]c(C(=O)O)c(CCC(=O)O)c2c1
(8) CSCCC(NC(=O)c1ccccc1)C(=O)N1CCN(Cc2ccc(Cl)cc2)CC1 (stereo not given)
(9) CC(=O)N1CCN(c2ccc(NC(=O)c3ccc(Br)o3)cc2Cl)CC1
(10) CC(C)Oc1ccc(C(=O)Nc2nnc(C3=COCCO3)o2)cc1
Compound	1	2	3	4	5	6	7	8	9	10
RGS4 inhibitor	-2%	12%	44%	-27%	3%	2%	-8%	-10%	-27%	-17%
TrxR1 substrate	5%	-4%[57.1 µM]	6%	-2%[57.1 µM]	3%[57.1 µM]	-4%	76%[activator]	-1%[57.1 µM]	5%	-11%
mIDH1 inhibitor	0%	-2%	-1%	3%	12%	3%	-6%	-8%	15%	5%
TrxR1 inh	7%	11%[57.1 µM]	15%	9%	27%[57.1 µM]	1%	8%	-3%[57.1 µM]	-2%	-16%
Vif-A3G inh	-1%	3%	-4%	-20%	-5%	0%	0%	-4%	1%	-1%
USP1-UAF1 inh	-8%	-14%	-4%	-16%	-17%	-9%	-4%	-19%	-21%	-3%
ALOX12 inh	-27%	0%	?	-7%	5%	4%	0%	?	-26%	-18%
Vif-APOBEC3F blk	0%	-7%	-5%	-9%	13%	1%	-1%	-18%	-2%	-22%
RXFP1 ag	7.6%	0.6%	2.1%	0.0%	0.6%	0.3%	1.7%	0.7%	0.4%	0.5%

(11) O=C(Cn1ccc(NC(=O)OCc2ccccc2)nc1=O)NCC1CCCO1 (stereo not given)
(12) O=C(N=Nc1c(O)[nH]c2ccccc12)c1ccc(CN2CCOCC2)cc1
(13) CN(C)C(CNC(=O)Nc1cccc(Cl)c1)c1cccnc1 (stereo not given)
(14) O=C(CSCc1ccccc1)NCc1ccc2c(c1)OCO2
(15) CCCNC(=O)c1cccc(Cn2nc(C)c(Br)c2C)c1
(16) Cn1c(=O)[nH]c(=O)c2c1nc(Br)n2CC(O)COc1ccccc1 (stereo not given)
(17) COc1ccc(-n2c(=O)n(Cc3ccccc3)c(=O)c3[nH]cnc32)cc1
(18) CCN(CC)c1ccc(NC(=O)CN(C)Cc2cccs2)cc1
(19) O=C(NCCc1ccccn1)c1n[nH]c(=O)c2ccccc12
(20) O=C(NCc1ccc(F)cc1)c1ccc(NC(=O)N2CC3CCCN3c3ccccc32)cc1 (stereo not given)
Compound	11	12	13	14	15	16	17	18	19	20
RGS4 inhibitor	10%	-1%	-2%	-8%	?	11%	7%	10%	-2%	1%
TrxR1 substrate	18%[57.1 µM]	-1%[57.1 µM]	1%[57.1 µM]	-1%	0%	6%[57.1 µM]	-1%	-4%	1%	-6%
mIDH1 inhibitor	11%	-1%	5%	12%	7%	0%	1%	6%	2%	28%
TrxR1 inh	32%[57.1 µM]	6%[57.1 µM]	13%[57.1 µM]	10%	11%	-13%	17%	-1%	20%	-3%
Vif-A3G inh	0%	-5%	-10%	0%	2%	0%	-5%	-1%	0%	0%
USP1-UAF1 inh	16%	-17%	-14%	-3%	-14%	-7%	-14%	-7%	-20%	-13%
ALOX12 inh	5%	-3%	0%	0%	?	0%	17%	1%	-8%	-8%
Vif-APOBEC3F blk	-1%	0%	-6%	nt	nt	3%	0%	0%	5%	1%
RXFP1 ag	0.5%	2.2%	-0.4%	0.7%	0.4%	-2.0%	0.2%	-0.8%	0.8%	-0.9%

(21) N#CCCn1cc(/C=N/N=C2\NC(=O)C(CC(=O)O)S2)c(-c2ccc(F)cc2)n1 (stereo not given)
(22) Cc1ccc(S(=O)(=O)N2CCN(C(=O)c3cc(S(=O)(=O)N(C)C)ccc3N3CCCC3)CC2)c(C)c1
(23) COc1ccc(CC(=O)Nc2cc(C)on2)cc1OC
(24) CC(=O)N(c1ccccc1C)C1CCCC1
(25) COc1ccc(OC)c(C(=O)c2coc3ccc(OC)cc23)c1
(26) COc1ccc(C(=O)/C=C/Nc2ccc(S(=O)(=O)Nc3onc(C)c3C)cc2)cc1
(27) CC(=O)N/C(=C/c1ccc(OS(=O)(=O)c2ccc(C)cc2)cc1)C(=O)NCCCO
(28) O=C(NCC1CCN(Cc2cccc(Cl)c2)CC1)Nc1ccc(Cl)cc1
(29) C[C@]1(CC/C(=C/CO)CO)[C@H](CO)CC[C@@]23COC(=O)C2=CCC[C@@H]31
(30) O=C(Nc1cccc(-c2cccc(Cl)c2)c1)C1CCN(Cc2ccccn2)CC1
Compound	21	22	23	24	25	26	27	28	29	30
RGS4 inhibitor	-18%	-23%	6%	0%	-10%	-10%	-8%	-5%	-2%	-13%
TrxR1 substrate	-5%	-1%	-12%	-2%	-7%	-22%	1%	3%	-4%[57.1 µM]	5%
mIDH1 inhibitor	0%	0%	0%	3%	7%	-1%	-2%	2%	11%	1%
TrxR1 inh	-1%	4%	-12%	0%	2%	-31%	26%	15%	13%[57.1 µM]	6%
Vif-A3G inh	0%	2%	0%	-1%	-15%	-4%	2%	-1%	0%	-13%
USP1-UAF1 inh	-16%	-19%	1%	-16%	-25%	-14%	-20%	-22%	-9%	-17%
ALOX12 inh	-9%	-13%	455%[activator]	-1%	19%	-29%	-1%	0%	5%	?
Vif-APOBEC3F blk	-2%	5%	?	12%	nt	7%	-10%	-1%	5%	-1%
RXFP1 ag	0.8%	18%	-2.2%	3.0%	3.7%	3.5%	0.4%	-0.1%	0.5%	-0.3%

(31) CN(C)S(=O)(=O)N1CCC(Oc2ccc(C(=O)NCCc3cscn3)cc2)CC1
(32) COc1ccc(C(=O)C2CCCN(C(=O)C3=CCCC3)C2)cc1OC (stereo not given)
(33) C[C@@H]1CN([C@@H](C)CO)C(=O)c2c(c3ccccc3n2C)-c2ccccc2CO[C@H]1CN(C)C(=O)[C@H](C)c1ccccc1
(34) COCCNC(=S)Nc1cc(OC)c(OC)cc1C#N
(35) Cc1nc([N+](=O)[O-])cn1-c1ccc(N)cc1
(36) CC(=O)c1ccc(N2CCN(C(=O)c3cc4c(C)nc5ccccc5c4o3)CC2)cc1
(37) O=[N+]([O-])c1ccc(O)c(-c2ccnc3cc(-c4ccccc4)nn23)c1
(38) COc1ccc(S(=O)(=O)Nc2ccc3c(c2)C(=O)N([C@H](C)CO)C[C@H](C)[C@@H](CN(C)S(=O)(=O)c2cn(C)cn2)OCCCC[C@H](C)O3)cc1
Compound	31	32	33	34	35	36	37	38
RGS4 inhibitor	-6%	-4%	nt	-1%	2%	-18%	20%	nt
TrxR1 substrate	-4%	5%	nt	7%[0.0914 µM]	-15%	5%	-8%	nt
mIDH1 inhibitor	0%	-1%	-5%	8%	0%	0%	-1%	-1%
TrxR1 inh	8%	12%	nt	-12%	-16%	12%	2%	nt
Vif-A3G inh	1%	-1%	-20%	-3%	3%	4%	-5%	-1%
USP1-UAF1 inh	-19%	-15%	-25%	-6%	-6%	-22%	-7%	-23%
ALOX12 inh	-14%	0%	?	?	-22%	-21%	-9%	-38%
Vif-APOBEC3F blk	1%	-1%	1%	1%	2%	4%	-7%	-9%
RXFP1 ag	-0.5%	8.6%	nt	7.1%	1.2%	?	-2.1%	nt

High-throughput results: PubChem BioAssay, National Center for Advancing Translational Sciences (NCATS)
